Source: PubChem (Sanford-Burnham Center for Chemical Genomics)
TIM10 inh: growth inhibitors of isogenic TIM10 control yeast, primary screen, counter-screen for tim10-1 yeast inhibitor project, luminescence, uHTS; S. cerevisiae TIM10 strain growth, BacTiter-Glo luminescence, 24 h; inhibition, % at 10 µM; 1.4% of 330,000 active;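 active = inhibition of 40% or more at the single tested concentration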;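 also: wild-type TIM10 isogenic control strain grown at permissive 25 °C; 0% = DMSO yeast wells and 100% = minimal medium wells without yeast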
NALP3 yeast inh: NALP3 inflammasome inhibitors in reconstituted yeast, primary screen, luminescence, uHTS. 0.39% of 330,000 active. AID 2825, 2010. Yeast reconstituted NLRP3/ASC/caspase-1, beta-gal luminescence, 24 h. inhibition, % at 10 µM;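 active = inhibition of 50% or more; inactive = inhibition below 50%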;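 also: plate controls were induced DMSO wells for no effect and uninduced yeast grown without galactose for full effect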
GRIN3A LBD mod: binders of NR3A ligand-binding domain, primary screen, biophysical, differential scanning fluorimetry, uHTS; Tm shift relative to glycine control, % at 25 µM; AID 1259313, 2017; Glutamate receptor ionotropic, NMDA 3A (GRIN3A) ligand-binding domain; NR3A LBD differential scanning fluorimetry, Tm shift; 0% = protein alone, 100% = glycine-bound protein; 2.5% of 340,000 active;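 active = melting temperature shift of at least 10% of the positive control shift, at one fixed dose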
tim23-1 inh: growth inhibitors of tim23-1 mutant yeast, primary screen, luminescence, uHTS | S. cerevisiae tim23-1 growth, BacTiter-Glo luminescence, 24 h | inhibition, % at 20 µM | 1.3% of 330,000 active;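 active = growth inhibition of the mutant yeast at or above 50%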;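 also: temperature-sensitive mutant grown at 25 °C; plate controls were DMSO-treated mutant yeast for no effect and medium wells lacking yeast for full effect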
MPTP inh: mitochondrial permeability transition pore inhibitors, primary screen, biochemical, isolated mouse mitochondria, absorbance | AID 602449, 2012 | inhibition, % at 10 µM | Ca2+ swelling absorbance, 30 min | 1.4% of 360,000 active;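 active = inhibition of 50% or more, scaled per plate between neutral and stimulator controls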;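 also: 0% = DMSO wells given calcium and 100% = 1 mM EGTA wells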
tim10-1 inh: growth inhibitors of tim10-1 mutant yeast, primary screen, luminescence, uHTS; S. cerevisiae tim10-1 ts strain growth, BacTiter-Glo, 24 h; inhibition, % at 20 µM; 2.2% of 330,000 active; AID 463190, 2010;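 active = inhibition of at least 40%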;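 also: mutant grown at 25 °C; 0% = DMSO wells with yeast and 100% = wells holding no yeast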
beta cell repl: inducers of MIN6 beta-cell proliferation, primary screen, ATP luminescence, uHTS; MIN6 cells proliferation, ATPlite luminescence, 48 h; cells starved in 0.2% serum; 100% = growth in 10% serum; proliferation, % at 10 µM; 0.29% of 330,000 active; AID 2380, 2010;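 active = compounds whose signal lies at least 3.5 SD above the mean of all wells on their plate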;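 also: 0% = DMSO-treated cells in low-serum medium and 100% = 10% serum control; some compounds called inactive have numbers as strong as hits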
APJ agonist: agonists of human apelin receptor APJ, primary screen, CHO-K1 cells, PathHunter beta-arrestin, luminescence; activation, % at 20 µM; 0.11% of 330,000 active; 0% DMSO wells, 100% apelin;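 active = activation more than six SD over the plate average, tested at 20 µM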;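 also: 0% = DMSO alone and 100% = apelin-13 at 10 nM; some results filed as inactive read as strong as hits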
Target sequence (P35414 whole entry, looked up): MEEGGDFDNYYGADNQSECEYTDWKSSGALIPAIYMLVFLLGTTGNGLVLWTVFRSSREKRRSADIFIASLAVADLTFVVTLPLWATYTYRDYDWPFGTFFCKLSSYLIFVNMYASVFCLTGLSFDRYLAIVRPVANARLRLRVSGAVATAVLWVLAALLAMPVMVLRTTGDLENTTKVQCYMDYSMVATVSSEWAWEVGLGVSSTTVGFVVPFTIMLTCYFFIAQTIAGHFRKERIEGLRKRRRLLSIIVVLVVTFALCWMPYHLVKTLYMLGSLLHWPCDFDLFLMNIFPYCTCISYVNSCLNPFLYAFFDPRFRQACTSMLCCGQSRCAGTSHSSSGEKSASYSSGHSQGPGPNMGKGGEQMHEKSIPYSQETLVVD
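Assay system: CHO-K1 cells stably expressing ProLink-tagged human APJ and arrestin–beta-gal acceptor. Compound dosing: 20 µM single point, 1% DMSO. Times: 16-18 h seeding, 90 min dark compound exposure, 60 min detection. Detection: beta-gal luminescence. Evaluation: APJ–arrestin association signal. Controls: negative DMSO alone, positive Apelin-13 at 10 nM.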
APJ antagonist: antagonists of human apelin receptor APJ, primary screen, CHO-K1 cells, beta-arrestin complementation, luminescence | P35414 | inhibition, % at 20 µM | 0.32% of 330,000 active;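 active = inhibition above about 40% at 20 µM, limit read from the data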;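 also: cells challenged with 10 nM apelin-13 agonist together with compound; plate controls were apelin-13 plus DMSO wells for no effect and DMSO wells lacking apelin-13 for full effect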
Numbers without * were called inactive. Not a hit list; 7.2% or so of the library scored in one or more.

Results follow in this order: TIM10 inh	NALP3 yeast inh	GRIN3A LBD mod	tim23-1 inh	MPTP inh	tim10-1 inh	beta cell repl	APJ agonist	APJ antagonist
CCOC(=O)c1sc(NC(=O)CSc2nc3ccccc3o2)c(C(=O)OCC)c1C
 : -0.6	4.8	0.2	8.5	3.4	14.4	0.0	-1.9	2.0
O=C(NCC(c1ccco1)N1CCN(c2ccc(F)cc2)CC1)C(=O)NC1CC1 (stereo not given)
 : -7.6	6.1	0.5	1.7	-0.7	-14.0	0.0	2.2	23.1
CSCCC(NS(=O)(=O)c1ccc(C)cc1)C(=O)N1CCN(S(=O)(=O)c2ccc(F)cc2)CC1 (stereo not given)
 : 1.2	11.9	-0.7	-5.7	-0.1	-4.1	3.8	10.8	-37.3
COc1ccc(NC(=O)CCOc2cc(C)ccc2C)cc1S(=O)(=O)N1CCCCC1
 : 1.0	17.3	-3.8	29.4	0.3	17.9	-4.0	-5.2	-1.3
COc1ccc(/C=N/NC(=O)CCNc2n[nH]c(=O)[nH]c2=O)c(OC)c1
 : -3.2	-11.5	-1.8	6.9	-1.5	7.2	-0.5	0.0	11.6
COC(=O)Cn1c(=O)c2c(nc3n2CC(C)CN3Cc2ccccc2)n(C)c1=O (stereo not given)
 : -8.3	2.0	0.7	6.0	0.6	-1.3	-6.5	-2.4	4.1
COc1cc(OC)c2c(c1)O/C(=C\c1ccccc1)C2=O
 : 32.2	34.3	3.7	37.6	1.6	33.1	-0.7	2.4	0.2
O=C(Nc1cccc(C(F)(F)F)c1)c1cc(-c2cccs2)on1
 : 9.0	29.8	-4.7	-0.2	2.1	12.6	-3.8	-2.6	0.3
COc1ccccc1-c1nn(-c2ccccc2)cc1C(=O)N1CCc2ccccc2C1
 : -23.1	-6.0	1.8	39.3	-1.1	-2.9	-7.8	0.9	-2.0
O=C(Nc1ccccc1C(F)(F)F)c1cccnc1
 : 4.3	7.1	-1.1	11.1	-0.4	14.3	-2.3	1.0	5.3
CC(NC(=O)c1ccccc1NC(=O)CSc1nnnn1C)c1ccccc1 (stereo not given)
 : 6.5	16.3	-3.8	4.9	2.8	-5.3	-3.5	-6.5	2.7
Cc1ccc(C)c(-n2ccnc2SCC(=O)Nc2cccc(S(=O)(=O)NC3=NCCC3)c2)c1
 : 0.7	10.8	3.2	0.6	-0.4	-4.6	-0.4	-2.1	8.5
Cc1ccc(NC(=O)C2C3CCC(O3)C2C(=O)O)c(Br)c1 (stereo not given)
 : 0.8	-4.2	1.6	-9.7	0.0	-18.6	2.3	3.2	-19.0
CCn1c(=O)c(C(=O)Nc2ccc(C)cc2)c(O)c2ccccc21
 : -8.8	14.2	-7.4	6.9	5.2	-14.0	-1.9	-3.1	-13.7
C=C[C@@H]1c2ccccc2N(S(=O)(=O)c2ccc(C)cc2)[C@H](c2ccccc2)C1(C#N)C#N
 : 16.2	-66.6	-1.0	17.4	-1.4	10.4	-4.5	-2.3	-8.0
Cc1sc2nc(COC(=O)CNC(=O)c3ccc(C(C)(C)C)cc3)[nH]c(=O)c2c1C
 : -12.3	13.8	0.6	19.4	1.5	26.5	0.0	-0.7	16.2
CC(C)C(=O)Nc1ccc(NC(=O)c2cccc3c(Br)cccc23)cc1
 : -8.4	13.9	-7.9	-13.9	0.2	-17.3	0.1	-2.8	-29.2
COc1ccccc1CCNS(=O)(=O)c1cn(C)c(=O)n(C)c1=O
 : 10.2	0.1	0.5	16.3	1.5	-2.5	-0.4	-1.8	-15.2
Cn1cnc2cc(NC(=O)c3ccco3)ccc21
 : 3.0	5.1	1.5	24.2	-0.4	-4.2	-2.5	-2.8	9.9
CCCCn1c(=O)c(CCC(=O)OC(C)C(=O)Nc2cccc(Cl)c2Cl)nc2ccccc21 (stereo not given)
 : 21.2	14.9	-3.5	22.4	1.2	20.6	-2.3	-2.0	-0.1

No new results follow: entries from further up.
Results follow in this order: TIM10 inh	NALP3 yeast inh	GRIN3A LBD mod	tim23-1 inh	MPTP inh	tim10-1 inh	beta cell repl	APJ agonist	APJ antagonist
COc1cc(OC)c2c(c1)O/C(=C\c1ccccc1)C2=O
 : 32.2	34.3	3.7	37.6	1.6	33.1	-0.7	2.4	0.2
O=C(Nc1cccc(C(F)(F)F)c1)c1cc(-c2cccs2)on1
 : 9.0	29.8	-4.7	-0.2	2.1	12.6	-3.8	-2.6	0.3

Continued.
Results follow in this order: TIM10 inh	NALP3 yeast inh	GRIN3A LBD mod	tim23-1 inh	MPTP inh	tim10-1 inh	beta cell repl	APJ agonist	APJ antagonist
CCN(CC)S(=O)(=O)c1ccc(C)c(NC(=O)COc2ccc(Cl)cc2Br)c1
 : -20.3	15.9	-2.6	-4.8	3.4	17.7	0.0	1.4	-9.0
COc1cc(/C=C2\SC(=O)N(CCNC(=O)c3c(C)noc3C)C2=O)cc(OC)c1OC
 : 0.4	16.1	0.6	18.9	-0.8	7.3	-4.8	0.5	9.7
CCOC(=O)c1[nH]c2ccc(Br)cc2c1NC(=O)CCN1CCN(C(=O)OCC)CC1
 : 14.8	15.8	-0.9	7.0	-1.0	19.9	-2.5	1.3	6.8
Cc1ccc(Cl)cc1NC(=O)CN1C(=O)NC2(CCCCCC2)C1=O
 : 1.0	-3.9	0.1	8.1	2.4	3.9	-0.3	-1.3	8.0
CCOC(=O)C(C)Sc1nnc(Cc2cc(=O)[nH]c(=O)[nH]2)n1-c1ccc(Cl)cc1 (stereo not given)
 : 10.2	0.7	1.0	16.4	0.0	5.4	-0.4	-1.1	-0.5
COc1ccc(C(CNC(=O)C(=O)NC2CCCC2)N2CCN(C)CC2)cc1 (stereo not given)
 : -3.3	1.8	0.3	-25.3	0.3	-20.6	-2.6	6.4	18.2
Cc1cc(C)n2nc(CC(=O)NC3CCCC(C)C3C)nc2n1 (stereo not given)
 : 11.4	17.0	-1.6	9.2	-0.4	8.1	2.1	2.2	-48.1
CCC(=O)N1CCc2cc(S(=O)(=O)N3CCCCC3CC)ccc21 (stereo not given)
 : 8.7	11.1	-4.8	36.1	-1.6	34.8	2.6	3.3	-0.5
Clc1ccc(OCCN2CCN(c3ncnc4sccc34)CC2)cc1
 : 13.2	24.6	0.4	37.8	100.1*	36.7	-5.7	3.3	-7.8
c1ccc(C2(Cn3ccc4ccccc43)OCCO2)cc1
 : 3.8	-13.6	9.1	11.8	3.1	8.7	-5.6	-1.9	-9.0
COC(=O)CSc1nc(C)c(C(C)=O)cc1C#N
 : -8.8	2.5	-8.2	10.0	0.9	0.3	-2.4	-2.3	15.9
Cc1ccc(NC(=O)Cn2ccsc2=N)cc1S(=O)(=O)N(C)C
 : 15.6	13.1	-4.5	11.5	-0.8	8.4	-2.2	-2.9	-3.5
O=C(NC1CCCCC1)C1CN(S(=O)(=O)c2ccccc2)CCN1S(=O)(=O)c1ccccc1 (stereo not given)
 : 7.3	0.8	4.0	13.4	0.6	21.6	7.0	-4.5	3.6
COc1ccc2oc(C(=O)OCC(=O)NC3(C#N)CCCC3)c(C)c2c1
 : 4.3	-6.1	4.3	16.0	-0.2	5.6	10.5	-7.5	10.2
O=c1cc(NS(=O)(=O)c2ccccc2)nc(SCc2ccccc2Cl)[nH]1
 : -8.4	5.6	0.2	24.0	1.7	3.3	-2.6	-4.2	-14.4
N#Cc1ccccc1S(=O)(=O)N1CCN(C(=O)CCC2CCCC2)CC1
 : 11.3	18.5	-0.8	26.2	0.2	22.5	-2.0	-0.1	-10.7
Cc1ccc(Cl)c2c1NC(=O)C2(O)CC(=O)c1ccc(Br)cc1 (stereo not given)
 : 10.4	7.6	-3.5	9.1	2.1	11.5	-0.8	0.9	-3.0
CN(CCC1CCOCC1)C(=O)CC1C(=O)NCCN1Cc1ccoc1 (stereo not given)
 : -18.9	-9.9	-0.1	0.9	-2.0	5.0	-1.9	-1.9	-3.5
C[C@@H]1NC(=O)N(c2ccc(F)cc2)C1=O
 : -8.8	1.0	0.7	6.7	-0.1	3.6	-2.5	-1.0	-3.4
CC(C)n1nnc2ccccc2c1=O
 : 4.8	-16.1	0.3	-2.8	0.2	10.2	-1.3	-3.1	-11.2
COc1cccc(NC(C)C(=O)Nc2cc([N+](=O)[O-])ccc2Cl)c1 (stereo not given)
 : -1.0	0.0	-1.8	12.1	-0.3	4.5	-2.1	2.2	-4.2
CCC(=O)Nc1cccc(-c2nc3ccccc3c(=O)o2)c1
 : 20.2	-0.2	0.9	27.7	-1.5	25.5	-4.2	-2.3	2.4
Cc1ccc(-c2cc(C(=O)NCCCn3ccnc3)no2)cc1
 : -4.3	6.7	-0.8	6.9	2.3	2.2	3.1	0.3	12.6
Cc1cc(C(=O)NCCCN2CCOCC2)n(-c2ccccc2)n1
 : -4.3	4.4	0.8	-13.0	0.8	-28.0	0.5	-1.5	2.0
O=C(COC(=O)c1ccc(Br)cc1)NCCN1C(=O)CSC1=O
 : 5.1	-1.7	2.6	11.3	-2.6	11.6	-0.4	1.0	10.2
Cc1ccccc1N(CC(N)=O)S(C)(=O)=O
 : -2.7	-8.5	-1.7	9.5	-0.1	-20.1	-1.3	-0.3	7.4
COc1ccc(NC(=O)COc2coc(CN3CCN(c4ccccc4)CC3)cc2=O)cc1
 : -0.2	23.7	0.3	-9.6	1.1	-17.3	0.5	-4.8	-28.9
CCOc1ccc(C(=O)N2CCn3c2nc2ccccc23)cc1
 : 21.1	1.1	0.9	26.5	0.0	-30.5	2.2	-3.0	4.0
CCC(C)NC(=O)Cn1c(=O)sc2ccccc21 (stereo not given)
 : -13.3	-10.8	0.5	3.7	2.5	7.9	-3.0	-3.0	14.1
Cn1c(=O)cc(SCC(=O)NCC2CCCO2)c2ccc(Cl)cc21 (stereo not given)
 : -0.1	-0.8	1.6	4.1	0.0	25.9	-1.2	-7.5	5.9
CC1(C)Cc2c(sc(NC(=O)c3ccccc3Cl)c2C(=O)O)CO1
 : -3.7	-9.7	0.6	18.8	0.1	3.0	-2.9	-2.5	-10.4
O=C(COC(=O)CC12CC3CC(CC(Br)(C3)C1)C2)NC(=O)NCc1ccco1
 : 11.8	0.7	-10.5	10.4	1.2	28.7	-1.7	-1.5	-5.6
NS(=O)(=O)c1ccc(NC(=O)C2C3C=CC(C3)C2C(=O)O)cc1 (stereo not given)
 : 1.3	-8.8	0.0	5.5	-1.3	-9.1	-2.8	-1.4	5.8
CCC(C(=O)NC1CCCCC1)n1c(SCc2cccc(C)c2)nc2ccncc21 (stereo not given)
 : -3.0	19.3	-6.7	-2.7	0.0	-7.0	-5.9	-0.4	13.6
COc1ccc(-c2csc(NC(=O)CC(C)C)n2)cc1
 : 39.2	8.7	4.3	5.7	-0.6	10.1	-3.8	2.3	-0.2
O=C(Cc1cscn1)c1ccc(O)cc1O
 : 4.5	14.6	-7.5	14.8	0.2	11.0	-2.0	-5.9	4.3
COc1ccc(NC(=S)NC23CN4CN(CN(C4)C2)C3)c(OC)c1
 : -0.4	0.0	-0.5	4.0	0.0	-2.5	1.8	-1.8	4.3
CN1C(=O)/C(=C2\SC(N)=NC2=O)c2ccccc21
 : -12.6	15.1	-5.6	-13.5	-0.5	13.8	-2.8	0.3	9.1
